Compound activity: PubChem, Sanford-Burnham Center for Chemical Genomics
SENP8 inh = SENP8 (human) protease inhibition | recombinant SENP8, Nedd8 substrate fluorescence | inhibition, % at 20 µM | 360,000 tested, 0.64% active | AID 602440; in the data active means inhibition mostly above about 40%, no sharp cut-off; inactive means mostly below about 27%
Target sequence (Q96LD8 whole entry, looked up): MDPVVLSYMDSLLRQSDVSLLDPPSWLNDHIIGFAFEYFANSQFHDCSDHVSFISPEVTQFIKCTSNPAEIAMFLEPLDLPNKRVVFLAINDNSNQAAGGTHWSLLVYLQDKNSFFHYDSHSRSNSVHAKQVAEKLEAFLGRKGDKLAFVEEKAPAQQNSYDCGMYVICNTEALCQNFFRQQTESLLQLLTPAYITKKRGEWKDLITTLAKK
SENP1 inh = inhibitors of human SENP1 SUMO protease catalytic domain. Q9P0U3. recombinant SENP1 catalytic domain, CyPet-SUMO1-YPet FRET cleavage. inhibition, % at 10 µM. 360,000 tested, 0.21% active. AID 624204;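 active means inhibition at least 30% at 10 µM, raw YFP signal under a set limit, fluorescence ratio 0.5 to 1.5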;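 further: 0% = enzyme with DMSO and 100% = no enzyme wells; some results filed as inactive read as strong as hits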
Target sequence (Q9P0U3 419-644 limits assumed): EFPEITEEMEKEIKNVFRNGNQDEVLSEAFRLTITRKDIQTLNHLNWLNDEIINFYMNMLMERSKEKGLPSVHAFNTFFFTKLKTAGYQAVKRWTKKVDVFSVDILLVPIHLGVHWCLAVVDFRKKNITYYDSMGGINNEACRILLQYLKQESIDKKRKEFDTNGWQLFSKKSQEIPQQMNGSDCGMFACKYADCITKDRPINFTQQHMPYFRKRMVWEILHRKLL
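Assay system: hSENP1 catalytic domain, recombinant. Amount: SENP1 enzyme, 20 pM final. Schedule: 50 min reaction, RT, dark. Technique: FRET, CFP and YFP emission. Control set: no-enzyme wells low, DMSO-plus-enzyme wells high control.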
An asterisk follows results filed as active. This is a subset; count on the stated rates, not on these rows.

Below each compound: SENP8 inh	SENP1 inh
> COc1ccc(NC(=O)c2cc(-c3cc(Cl)ccc3C)n[nH]2)c(OC)c1
  4	1
> CC(C)CC(N)c1csc(Nc2cc(Oc3ccccc3)ncn2)n1 (stereo unspecified)
  2	-4
> COc1ccccc1-c1cnc(C(O)c2cccc(C)c2C)[nH]1 (stereo unspecified)
  1	2
> COC(=O)[C@]12CCCCC=C1N(Cc1cccc3ccccc13)C(=O)[C@H](CC(=O)NCCCCc1ccccc1)C2
  9	2
> COCCNC(=O)C1CCCN(C(=O)Cc2cccc3ccccc23)CC1 (stereo unspecified)
  1	1
> CC(C)C[C@@H](CN1CCC[C@@H]1CN1C(=S)NC[C@@H]1Cc1ccc(O)cc1)N1C[C@H](Cc2ccc(O)cc2)N(CCc2ccccc2)C1=S
  20	-2
> Cc1cccc(C)c1Cn1c(C)c(C(=O)NCc2ccccc2C(F)(F)F)sc1=O
  3	-3
> Cc1ccc(Cl)cc1-c1cc(C(=O)NCC2CCCCC2)[nH]n1
  10	1
> COc1cccc(C(O)c2nc(-c3cccc(CO)c3)cs2)c1 (stereo unspecified)
  8	1
> Cc1ccc(CN2C(=O)C(CC(C)C)Nc3ncnc(N4CCCCC4)c32)cc1 (stereo unspecified)
  0	1
> CCOC(=O)C1(C)CCN1C(=O)c1ccc(F)c(Cl)c1 (stereo unspecified)
  10	2
> CN1CCCC1CN1CCCC1 (stereo unspecified)
  5	1
> NC(=O)c1cccc(-c2ccnc3c2CC(C(=O)Nc2cccc(C(F)(F)F)c2)O3)c1 (stereo unspecified)
  12	1
> COc1c(C)cc(C(O)c2ncc(-c3cccc4ccccc34)[nH]2)cc1C (stereo unspecified)
  -444	0
> Cc1nc2ccc(C(=O)NCCCn3ccnc3)cn2c1N(C)C(=O)CCc1ccccc1
  -14	2
> Cc1cc(C)cc(CC(=O)N2CCC2(C)C(=O)NS(=O)(=O)c2ccc(Br)cc2)c1 (stereo unspecified)
  3	0
> COC(=O)[C@]12CCCCC=C1N(CCc1ccc(OC)c(OC)c1)C(=O)[C@H](CC(=O)NCCc1ccccc1OC)C2
  20	0
> Cc1ccccc1S(=O)(=O)NC(=O)C1(C)CCN1C(=O)c1c(C)noc1C (stereo unspecified)
  10	-1
> COc1ccc(C(O)c2nc(-c3cccc(F)c3)cs2)cc1 (stereo unspecified)
  14	6
> COc1cc(CNC(=O)Nc2cccn3nc(COCCO)nc23)cc(OC)c1OC
  14	0
> Cn1cc(Cc2ccc(C(=O)N3CCCCC3)cn2)c2ccccc21
  -6	3
> CC(=O)Nc1cc(-c2ccc(C(=O)N3CCOCC3)cc2)cn2c(-c3ccccc3)cnc12
  -303	0
> CCCS(=O)(=O)NC(=O)C1(C)CCCN(C(=O)c2ccnc(Cl)c2)C1 (stereo unspecified)
  12	2
> Cc1cc(N=O)c(C)cc1O
  6	0
> CC(=O)Nc1cccc(-c2ccnc3c2CC(C)(C(=O)NCc2ccc(F)c(F)c2)O3)c1 (stereo unspecified)
  14	3
> COc1ccc(-c2csc(Nc3ccc(Oc4ccccc4)cc3)n2)cc1
  17	1
> COc1ccc(CNC(=O)c2cn(Cc3ccccc3F)c(=O)s2)cc1
  -5	-4
> CCOC(=O)C1=CC[C@@H](c2ccccc2)N(S(=O)(=O)c2ccc(C)cc2)[C@H]1C#N
  4	2
> CCOC(=O)C1(C)CCCCCN1C(=O)c1ccc(SC(F)(F)F)cc1 (stereo unspecified)
  13	4
> Cc1ccc2nc(NC3=NC4(CCCC4)C4=C(CCCC4=O)N3)oc2c1
  -332	-11

As entered above.
Entry for COc1ccc(CNC(=O)c2cn(Cc3ccccc3F)c(=O)s2)cc1 in SENP1 inh: -4
Entry for CCOC(=O)C1=CC[C@@H](c2ccccc2)N(S(=O)(=O)c2ccc(C)cc2)[C@H]1C#N in SENP1 inh: 2
Entry for Cc1ccc2nc(NC3=NC4(CCCC4)C4=C(CCCC4=O)N3)oc2c1 in SENP1 inh: -11
Entry for COc1ccc(-c2csc(Nc3ccc(Oc4ccccc4)cc3)n2)cc1 in SENP1 inh: 1
Entry for Cc1cc(N=O)c(C)cc1O in SENP1 inh: 0
Entry for CCCS(=O)(=O)NC(=O)C1(C)CCCN(C(=O)c2ccnc(Cl)c2)C1 (stereo unspecified) in SENP8 inh: 12

The listing continues:
Below each compound: SENP8 inh	SENP1 inh
> CCCS(=O)(=O)NC(=O)C1(C)CCCN(C(=O)c2ccccc2C(F)(F)F)C1 (stereo unspecified)
  10	0
> CC1(C(=O)NS(=O)(=O)c2ccc(C#N)cc2)CCN1C(=O)C1(c2ccc(Cl)cc2)CC1 (stereo unspecified)
  6	1
> O=C(Nc1ccc2c(c1)OCCO2)C(C1CC1)n1c(=O)c(-c2cc3ccccc3[nH]2)nc2ccccc21 (stereo unspecified)
  -414	-17
> CCOC(=O)[C@]12CCC=C1N(Cc1ccc(Cl)cc1Cl)C(=O)[C@H](CC(=O)NCCc1ccccc1OC)C2
  1	1
> COc1ccc(CCNC(=O)Nc2ccc3c(c2)c(=O)n(C)n3CC=C(C)C)cc1OC
  -498	0
> CCc1nc2ccc(C(=O)N(C)Cc3ccccc3)cn2c1N(CC)CCN(C)C
  -24	-67
> CC(=O)NC(c1cccc(F)c1)c1nc(-c2cnn(C)c2)cs1 (stereo unspecified)
  10	3
> CC(O)(c1ccc(F)c(F)c1)c1nc(-c2ccc3ccccc3c2)cs1 (stereo unspecified)
  25	2
> CC(C)c1ccc(CN2CCC(C)(Oc3ccc(Cl)cc3)C2)cc1 (stereo unspecified)
  14	0
> COc1ccc(C(C(=O)Nc2c(C)cccc2C)n2c(=O)c(-c3ccccc3)nc3ccccc32)cc1 (stereo unspecified)
  -342	-6
> CCOC(=O)N1CCN(C(=O)C[C@@H]2C[C@@]3(C(=O)OC)CCCCC=C3N(Cc3ccccc3)C2=O)CC1
  23	2
> C[C@@H](c1ccccc1)N1C[C@H](COCc2ccccc2)Oc2cc(N3CC[C@H](O)C3)ccc2S1(=O)=O
  10	3
> O=C(NCc1ccccc1)c1cc(C2COCCN2C(=O)c2ccccc2)on1 (stereo unspecified)
  13	1
> COc1ccc(CNC(=O)C2(C)Cc3c(-c4cccc(C(N)=O)c4)ccnc3O2)cc1OC (stereo unspecified)
  19	2
> COc1ccc(-c2noc(-c3csc([C@@H]4C[C@H](O)[C@@H](CO)O4)n3)n2)cc1OC
  9	0
> C=CCNc1nc2cc(-c3cccc(NC(C)=O)c3)sc2c(=O)n1C
  -143	1
> O=C1NC[C@H](Cc2ccccc2)N(CCc2cc(C(F)(F)F)cc(C(F)(F)F)c2)C1=O
  9	-1
> CCCS(=O)(=O)NC(=O)C1(C)CCN(C(=O)c2cc(OC)c(OC)c(OC)c2)C1 (stereo unspecified)
  18	-1
> OC(c1cccc(Cl)c1)c1nc(-c2ccc(F)c(Cl)c2)cs1 (stereo unspecified)
  2	1
> CCCCC(=O)N(C)c1c(C)nc2ccc(C(=O)NCCOc3ccc(OC)cc3)cn12
  -35	2
> c1ccc(CNn2nnc3ccccc32)cc1
  2	3
> CCOC(=O)N1CCN(C(=O)C[C@@H]2C[C@@]3(C(=O)OC)CCCCC=C3N(Cc3ccc4c(c3)OCO4)C2=O)CC1
  14	3
> O=C1c2ccccc2C(c2nnnn2-c2ccc3c(c2)OCCO3)N1CCc1c[nH]c2ccccc12 (stereo unspecified)
  10	-2
> O=C(NCc1ccccc1F)Nc1nnc([C@@H]2C[C@H](O)[C@@H](CO)O2)s1
  7	1
> CCOC(=O)Cc1ccc(Nc2nc(NCc3ccccc3)nc3ccsc23)cc1
  -437	2
> CCCS(=O)(=O)NC(=O)C1(C)CCCN(C(=O)c2cc(C)n(C(C)(C)C)n2)C1 (stereo unspecified)
  18	1
> CSCCNC(=O)C1(C)CCN1C(=O)c1cc(C)n(C)n1 (stereo unspecified)
  9	-1
> CC1(C(=O)O)CCCN1C(=O)c1cccc(F)c1 (stereo unspecified)
  16	0
> CCCCNC(=O)C(NC(=O)c1ccccc1)C(=O)c1ccccc1 (stereo unspecified)
  25	3
> CCc1ccc2cc(C)cnc2n1
  12	-1
> Cc1cc(C)cc(CC(=O)N2CCC2(C)C(=O)NS(=O)(=O)c2ccc(C(C)(C)C)cc2)c1 (stereo unspecified)
  10	1
> COc1ccc(NC(=O)C(c2cccc3ccccc23)n2c(=O)c(-c3ccco3)nc3ccccc32)cc1 (stereo unspecified)
  -279	-20
> O=C(Nc1cccc(Cl)c1)c1csc(COCCO)n1
  13	-2
> COc1cccc(C(O)c2nc(-c3ccc(F)cc3OC)cs2)c1 (stereo unspecified)
  11	2
> COc1ccc(OC)c(NC(=O)Nc2nc(CN)cs2)c1
  5	0
> CCOC(=O)[C@]12CCC=C1N(CCC1=CCCCC1)C(=O)[C@H](CC(=O)N1CCC(c3ccccc3)CC1)C2
  18	-2
> CCOC(=O)C1(C)CCCN1C(=O)c1c(F)cccc1F (stereo unspecified)
  8	3
> CC(C)CNC(=O)C1(C)CCCN1Cc1ccc(OC(F)(F)F)cc1 (stereo unspecified)
  7	0
> CC[C@H](NC(=O)/C=C/[C@H]1O[C@@H](n2cc(C)c(=O)[nH]c2=O)C[C@@H]1O)c1ccccc1
  16	2
> CC(C)(C)c1ccc(CC(=O)N2CCC2(C)C(=O)NS(=O)(=O)c2ccc(C#N)cc2)cc1 (stereo unspecified)
  9	3
> CC1(C(=O)NS(=O)(=O)c2cccc(OC(F)F)c2)CCN1C(=O)Cc1cccs1 (stereo unspecified)
  21	2
> O=C1/C(=C/c2ccc(S(=O)(=O)O)cc2S(=O)(=O)O)CCc2ccccc21
  3	-2
> COC(=O)C[C@@H]1CC[C@H](NC(=O)Nc2cccc(F)c2)[C@@H](CO)O1
  29	2
> CC1(C(=O)NCc2ccccc2Br)CCN1C(=O)C1(c2ccc(Cl)cc2)CC1 (stereo unspecified)
  19	0
> O=C(NCCO)c1cccc(-c2ccc3nncn3c2)c1
  4	0
> Cc1noc(C)c1-c1ccc(C(=O)NC2CCCCC2)c2occc12
  -8	-2
> CC(=O)c1cccc(NC(=O)C2(C)Cc3c(-c4ccccc4)ccnc3O2)c1 (stereo unspecified)
  0	0
> c1ccc(COc2cccc(-c3cc4nc(NCCOc5ccccc5)ccn4n3)c2)cc1
  -465	-3
> COc1ccc(CN2C(=O)c3ccccc3C2c2nnnn2Cc2ccccc2)cc1OC (stereo unspecified)
  11	1
> COc1ccc(CNC(=O)c2ccc(-n3ccnc3)c3ccoc23)cc1OC
  11	0

Next section.
Below each compound: SENP8 inh	SENP1 inh
> Nc1[nH]c(C(=O)c2ccccc2)c(-c2cccnc2)c1C(=O)NCCc1ccc(Cl)cc1Cl
  24	1
> Cc1ccc(N2CCN(C(C(=O)Nc3c(C)cccc3C)c3ccccc3OC(F)(F)F)CC2)cc1 (stereo unspecified)
  21	3
> COc1ccc(NC(=O)c2cc(C3CCCCN3S(=O)(=O)c3cccs3)on2)c(C)c1 (stereo unspecified)
  4	3
> Cc1ccc(Cc2c(-c3ccc(C#N)cc3)nc3c4ccccc4ccn23)cc1
  -371	-16
> COc1cc(C=C(OC(C)=O)c2ccc3c(c2)OCO3)cc(OC)c1OC
  -133	-1
> CCCCCNC(=O)C(c1cc2ccccc2o1)n1c(=O)c(-c2ccccc2)nc2ccccc21 (stereo unspecified)
  -340	-53
> O=C(NCc1ccccc1)C1c2ccccc2OCC(=O)N1CCc1ccccc1 (stereo unspecified)
  -1	0
> Oc1ccc(C[C@@H](CN2CCCC2CN2C(=S)NC[C@@H]2Cc2ccccc2)N2C[C@H](Cc3ccccc3)N(CC3CCCCC3)C2=S)cc1 (stereo partly specified)
  16	-1
> CN1CCN(c2ncnc3c2ncn3[C@H]2CN(Cc3ccc(F)cc3)C[C@@H](CO)O2)CC1
  -2	0
> COc1ccc(C(=O)N2CCCC(c3cc(C(=O)NCc4cccnc4)no3)C2)cc1 (stereo unspecified)
  10	0
> FC(F)(F)c1ccccc1Cc1c(-c2ccccc2)nc2ccc(Br)cn12
  -8	20
> COC(=O)[C@@]1(Cc2ccc(F)cc2)[C@H]2c3cc(C(=O)N4CCCC4)n(Cc4ccc(C)c(F)c4F)c3C[C@H]2CN1C(=O)c1ccccc1
  -2	-1
> O=C(NCC1CCN(Cc2ccccc2)CC1)[C@H]1O[C@@H](n2ccc(=O)[nH]c2=O)[C@H](O)[C@@H]1O
  8	2
> COCCCn1cc(CN2CC(N3CCN(Cc4cccc(C)c4)CC3)CS2(=O)=O)nn1 (stereo unspecified)
  13	0
> COCCNC(=O)C1CCCN(C(=O)c2nc3ccccc3s2)CC1 (stereo unspecified)
  22	3
> Cc1ccsc1-c1cc2nc(Nc3ccc(F)cc3)n(C)c(=O)c2s1
  -456	-2
> C[C@H]1COc2cc(N3CCN(Cc4ccccc4F)CC3)ccc2S(=O)(=O)N1
  7	1
> CN1OC[C@@H]2CN(C(=O)c3cccc4ccccc34)[C@H](c3ccccc3Br)C[C@@H]21
  5	1
> COc1ccccc1-c1noc2c1C(=O)N(Cc1cn(C3CCCC3)nn1)CC2
  18	1
> Cc1nc2c(OCCC3CCCCC3)cccn2c1N(C)C(=O)CCC1CCCC1
  6	-1
> O=C(NCc1ccccc1Cl)c1csc([C@@H]2O[C@H](CO)[C@H](O)[C@H](O)[C@H]2O)n1
  6	1

One compound at a time, from the list above:
`Cc1ccsc1-c1cc2nc(Nc3ccc(F)cc3)n(C)c(=O)c2s1` is listed as SENP8 inh = -456; SENP1 inh = -2
`C[C@H]1COc2cc(N3CCN(Cc4ccccc4F)CC3)ccc2S(=O)(=O)N1` is listed as SENP8 inh = 7; SENP1 inh = 1
